Source: PubChem BioAssay
L929 necroptosis: L929 zVAD cell death inhibition; L929 zVAD necroptosis rescue, ATP luminescence, 24 h; with zVAD 60 µM; viability rescue, % at 10 µM; 220,000 tested, 0.38% active; AID 1377;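 active = activation, scaled between plate controls, above about 75%, limit read from the data; inactive = activation under that limit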;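 also: 0% = zVAD with DMSO and 100% = DMSO alone without zVAD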
MDM2 E3 inh: inhibitors of human Mdm2 E3 ubiquitin ligase; cell-based MDM2 ubiquitination luciferase reporter, 2 h; 0 = plate control, 100 = twice control, blank-subtracted; AID 1230; Q00987; signal enhancement, % at 5 µM; 210,000 tested, 0.11% active;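 active = signal enhancement of 30% or more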;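 also: luminescence tracks abundance of the self-degrading MDM2-luciferase fusion protein; higher signal means inhibition of MDM2 E3 ligase activity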
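Assay system: stable mammalian line carrying autodegrading MDM2–luciferase fusion reporter; Input: 2000 cells in each well; Compound dosing: single-point 5 µM; Schedule: 2 h compound exposure at 37 °C; Signal: SteadyLite luciferase luminescence after 15 min room-temperature reagent incubation; Evaluation: % luminescence enhancement versus blank-corrected plate control mean; Benchmarks: plate controls and plate blanks.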
TNF necrop inh: TNF-alpha cell death inhibition in Jurkat FADD-/- cells; AID 463075; 220,000 tested, 0.068% active; activation (protection from cell death), % at 10 µM; Jurkat FADD-/- TNF necroptosis rescue, ATP luminescence, 24 h; 0 = TNF only, 100 = no-TNF cells;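 active = activation, meaning protection from cell death, of at least 50% relative to plate controls; inactive = activation below 50%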;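 also: necroptosis triggered by 40 ng/mL TNF-alpha added together with compound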
EBV gp42 inh: inhibitors of Epstein-Barr virus glycoprotein 42. 220,000 tested, 0.42% active. Fluorescence polarization binding assay, mP read-out. Q1HVG2. AID 1085. inhibition, % (tested at 21.74 µM); in the data active = inhibition above about 50%
KCC2 mod: KCC2 (human) Cl- transport modulation. B-score of Tl+ flux slope (higher = more flux/activation; lower = inhibition) at 10 µM. KCC2 cells, thallium flux FluoZin-2 fluorescence. 190,000 tested, 2.2% active. Q9H2X9. AID 1456;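 active = thallium flux slope and its plate-corrected score both differing from the plate sample mean at a set confidence after two filtering rounds, in either direction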;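 also: slope of fluorescence scaled to starting intensity during 10 to 20 s after thallium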
Target sequence (Q9H2X9 whole entry, looked up): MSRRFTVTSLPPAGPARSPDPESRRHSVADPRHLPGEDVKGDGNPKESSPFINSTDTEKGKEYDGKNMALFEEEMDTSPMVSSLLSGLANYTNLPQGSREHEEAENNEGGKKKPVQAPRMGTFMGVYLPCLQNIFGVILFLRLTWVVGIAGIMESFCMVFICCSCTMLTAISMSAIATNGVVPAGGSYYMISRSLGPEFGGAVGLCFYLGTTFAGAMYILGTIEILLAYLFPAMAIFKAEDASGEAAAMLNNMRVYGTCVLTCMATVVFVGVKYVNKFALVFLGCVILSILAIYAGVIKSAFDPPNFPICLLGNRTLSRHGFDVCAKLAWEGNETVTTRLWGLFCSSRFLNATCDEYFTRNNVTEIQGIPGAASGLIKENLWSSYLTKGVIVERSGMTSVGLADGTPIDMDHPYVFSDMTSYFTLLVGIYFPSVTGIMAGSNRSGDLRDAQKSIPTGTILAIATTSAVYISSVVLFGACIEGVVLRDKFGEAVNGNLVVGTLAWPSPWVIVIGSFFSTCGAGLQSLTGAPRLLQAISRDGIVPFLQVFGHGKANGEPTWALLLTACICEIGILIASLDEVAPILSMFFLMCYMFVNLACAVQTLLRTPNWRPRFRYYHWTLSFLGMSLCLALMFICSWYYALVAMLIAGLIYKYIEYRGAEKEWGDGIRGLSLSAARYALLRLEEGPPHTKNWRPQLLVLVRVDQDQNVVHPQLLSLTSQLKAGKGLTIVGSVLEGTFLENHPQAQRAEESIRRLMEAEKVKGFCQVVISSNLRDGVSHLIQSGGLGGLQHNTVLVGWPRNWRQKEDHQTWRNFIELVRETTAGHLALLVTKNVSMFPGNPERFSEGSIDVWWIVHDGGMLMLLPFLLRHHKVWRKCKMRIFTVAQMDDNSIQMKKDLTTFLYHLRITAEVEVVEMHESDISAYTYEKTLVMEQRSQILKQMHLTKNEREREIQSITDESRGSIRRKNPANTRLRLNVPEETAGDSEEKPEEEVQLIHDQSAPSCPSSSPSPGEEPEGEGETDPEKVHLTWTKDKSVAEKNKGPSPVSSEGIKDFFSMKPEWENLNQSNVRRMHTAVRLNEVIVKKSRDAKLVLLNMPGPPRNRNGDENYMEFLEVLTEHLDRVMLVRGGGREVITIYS
PERK inhibitor: inhibitors of human PERK kinase | 220,000 tested, 0.17% active | inhibition, % at 5.6 µM | AID 1416 | CHO PERK-DD fusion, SEAP luminescence translation reporter;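 active = inhibition above the mean inhibition of all tested compounds plus 3 SD, set separately per screening campaign, cut at about 2.9% in these data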;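 also: PERK kinase domain activated by AP20187 dimerizer at 100 nM; 0% = DMSO with dimerizer and 100% = rapamycin at 8.4 µM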
Rad51 HR inh: Rad51 (human) homologous recombination inhibition; Q06609; hRad51 DNA strand exchange, fluorescence dequenching; inhibition, % at 10 µM; 200,000 tested, 0.085% active; AID 1385;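 active = inhibition above 40% at the single screening dose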;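 also: 0% = DMSO control wells and 100% = blanks with heterologous ssDNA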
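Read-out basis: percent inhibition relative to plate controls and blanks / Assay system: human Rad51 nucleoprotein filaments preassembled on unlabelled ssDNA / Timing: filaments 15 min 37 °C, then compound 30 min / Control set: per-plate controls and blanks / Technique: fluorescence dequenching at 485/520 nm / Compound: 10 µM final, single point / Also added: Fluorescein- and BHQ1-tagged 47-mer duplex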
m-calpain inh: calpain II (pig) inhibition | purified calpain II, fluorogenic peptide substrate, 30 min | inhibition, % at 16 µM | 220,000 tested, 0.37% active | AID 1236;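 active = inhibition above about 50%, limit read from the data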
eIF4E 4G PPI: inhibitors of eIF4E and eIF4G interaction in translation initiation | P63073+Q04637 | inhibition, % at 21.7 µM | 220,000 tested, 0.37% active | TR-FRET eIF4E-eIF4GI(517-606) binding, 2 h;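 active = inhibition above about 30%, limit read from the data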;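 also: 0% = full FRET control wells and 100% = background wells lacking eIF4GI fragment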
The depositor's hits bear a star; / = no result given; [ ] = dose if it differs, or a comment.

1. O=C(Nc1nnc(C2CC2)s1)C1CC(=O)N(c2ccc3c(c2)OCCO3)C1 (configuration not stated)
2. Cc1ccc(C)c(N(C)C(=O)COc2cc(=O)n(C)c3ccccc23)c1
3. CC(C)=C(NC(=O)c1ccccc1)C(=O)N1CCOCC1
4. O=C(COC(=O)c1ccccc1Sc1ccc(C(F)(F)F)cc1[N+](=O)[O-])NC(=O)NC1CCCC1
5. CCOC(=O)CN1CCc2c(C)nc3c(-c4ccc(OC)c(OC)c4)cnn3c21
6. COc1ccccc1N=CC=C1OC(C)(C)C(C)(C)O1
7. O=C(N/N=C/c1cccnc1)c1[nH]ncc1Br
8. O=C(c1ccccc1)c1nc2ccccc2[nH]c1=O
9. Cc1c(Cl)cnc(NC(=O)COC(=O)c2ccc(S(=O)(=O)NCc3ccco3)cc2)c1Cl
10. CCOc1ccc(NCC(=O)Nc2ccc(C)cc2C)cc1

entry no.,1,2,3,4,5,6,7,8,9,10
L929 necroptosis,1.4,0.6,-0.1,1.2,-0.2,0.4,2.4,0.1,-1.2,0.3
MDM2 E3 inh,6,-13,3,4,-5,-2,11,-19,2,-17
TNF necrop inh,0.7,-3.8,0.0,-1.8,-0.5,3.2,2.2,-3.6,0.1,-5.5
EBV gp42 inh,7,-21,-2,-1,-39,-8,-18,-13,-3,-1
KCC2 mod,-0.58,-4.1*,0.85,-0.027,-0.73,-0.19,0.61,0.54,1.8,-0.6
PERK inhibitor,-0.1,-0.6,-0.1,0.2,-0.3,0.4,0.6,0.3,0.8,0.1
Rad51 HR inh,-12,-11,-2,0,-1,13,-4,-4,-14,-5
m-calpain inh,-19,26,5,11,-173,-82,-7,-6,-4,-21
eIF4E 4G PPI,25,3,3,6[fluorescence artefact?],12,2,2,-3,11,4

11. Cc1cccc(C(C)C)c1NC(=O)C1CN(S(=O)(=O)c2ccccc2)CCN1S(=O)(=O)c1ccccc1 (configuration not stated)
12. COc1ccc(C2SCC(=O)N2c2nc3ccccc3s2)cc1 (configuration not stated)
13. Cn1cc(-c2nc3ccccc3[nH]2)c2ccccc21
14. CC1CCN(CC(=O)N2CC(=O)Nc3ccccc32)CC1
15. CS(=O)(=O)N(Cc1ccc(C(=O)Nc2ccccc2Sc2ccccc2)cc1)c1ccccc1
16. N#CC1=C2N=C(N)c3ccccc3N2C2=C(C(=O)CCC2)C1c1ccc(F)cc1 (configuration not stated)
17. C/C(=N\O)C1(C)N(O)C(C)(C)C(c2ccco2)=[N+]1[O-] (configuration not stated)
18. COc1ccc(C(CNC(=O)/C=C/c2c(Cl)nc3ccccn23)N(C)C)cc1 (configuration not stated)
19. COc1ccc(/C(C)=N\O)cc1OC
20. CC(C)Sc1oc(-c2ccco2)nc1S(=O)(=O)c1ccc(F)cc1

entry no.,11,12,13,14,15,16,17,18,19,20
L929 necroptosis,-0.7,1.0,-0.2,1.3,0.5,0.1,0.5,0.7,0.3,0.5
MDM2 E3 inh,-10,-11,-16,12,-11,-1,-3,-2,-14,-19
TNF necrop inh,-2.3,1.9,-2.0,-1.1,0.6,-4.0,1.6,1.1,0.1,-2.0
EBV gp42 inh,-7,8,0,-24,11,2,5,6,-6,-1
KCC2 mod,-1.1,0.24,/,0.023,-0.15,-1.1,-0.33,-0.95,0.49,0.0039
PERK inhibitor,0.2,-0.4,-0.4,2.0,-0.1,-1.1,-0.3,0.2,0.4,-0.8
Rad51 HR inh,-8,0,10,-4,-2,-8,5,16,-6,-7
m-calpain inh,-51,-5,-119,-2,10,-7,5,-10,-21,-26
eIF4E 4G PPI,3[fluorescence artefact?],-4,-8,2,-22[fluorescence artefact?],94*,1,2,-2,3

21. CCCCC(=O)NC1(C(F)(F)F)C(=O)Nc2c1c(=O)[nH]c(=O)n2Cc1ccco1 (configuration not stated)
22. COc1ccc(-c2cc(N3CCCC3)n3ncnc3n2)cc1
23. C/C(=N\NC(=O)Cn1ccc(C(F)(F)F)n1)c1ccc(N2CCOCC2)cc1
24. COCCNC(=O)/C(C#N)=C\c1ccc(CNS(=O)(=O)c2ccccc2)o1
25. COc1ccc2c(c1)c(=O)c(C(=O)c1ccccc1)cn2Cc1ccc(C)cc1
26. Cc1csc(NC(=O)CSc2ccc(-c3ccccn3)nn2)n1
27. CSc1nc(C)cc(Oc2ccc(OCCOc3ccccc3)nn2)n1
28. COC1=C/C(=C/c2c(N)n3c(nc2=O)sc2cc(S(C)(=O)=O)ccc23)C=CC1=O
29. Cc1nc2ccc(NC(=O)c3ccc(N4C(=O)CCC4=O)cc3)cc2s1
30. c1ccc(-c2noc(-c3ccccc3-c3ccccc3)n2)cc1

entry no.,21,22,23,24,25,26,27,28,29,30
L929 necroptosis,-0.3,0.2,-0.3,13,/,4.4,0.2,1.4,2.2,0.7
MDM2 E3 inh,-1,-17,/,-3,/,-11,-23,-11,-14,-18
TNF necrop inh,-1.2,-3.6,0.6,-0.3,-12,-1.3,-0.9,-2.4,-0.4,9.9
EBV gp42 inh,-4,-6,-24,1,-4,-3,-8,-186,0,-21
KCC2 mod,-0.061,-0.27,1.9,-0.1,-1.7,-4.9*,-5.9*,/,-1.5,5.6*
PERK inhibitor,0.7,-0.8,0.7,0.7,-0.9,-0.4,-0.2,1.2,-0.6,1.6
Rad51 HR inh,-8,5,-32,-5,-3,5,2,-129,-8,-2
m-calpain inh,7,-45,4,-12,-2,16,33,23,19,-21
eIF4E 4G PPI,5,5,-2,-1,-2,-4,-1,5,-2,-1

31. CCN(CC)C1=N/C(=C\c2ccco2)C(=O)N1c1ccccc1
32. Cc1nc(N)sc1-c1csc(Nc2ccccn2)n1
33. Nc1nnc(Cc2c[nH]c3ccccc23)s1
34. CC(=O)/C(=N\Nc1ccc(C)cc1)Sc1nncn1C
35. O=C(CSc1ncnc2c1cnn2CCc1ccccc1)Nc1cccc(C(F)(F)F)c1
36. COc1cc(OC)cc(C(=O)N2CCC(C(=O)Nc3ccc4c(c3)OCCO4)CC2)c1
37. COc1ccc(CNCCC(c2ccc(F)cc2)c2ccc(OC)cc2)cc1 (configuration not stated)
38. Cc1cc(C)c2ccc3c(C)c(C)n(C)c3c2n1
39. O=C(NC(=S)Nc1ccc2oc(-c3ccncc3)nc2c1)c1ccccc1F
40. Cc1ccc(/C=C/C(=O)CCC(=O)O)cc1

entry no.,31,32,33,34,35,36,37,38,39,40
L929 necroptosis,0.1,19,-0.2,-0.1,5.3,0.5,5.9,1.6,2.5,-0.2
MDM2 E3 inh,7,1,-12,-19,10,-9,-5,-6,-3,-27
TNF necrop inh,1.9,-5.1,-6.0,-0.2,3.4,1.0,12,0.7,-0.6,-0.1
EBV gp42 inh,2,-8,6,-2,-9,-7,-26,-12,-28,3
KCC2 mod,-0.72,/,-3.8,-0.53,0.44,-0.27,-0.23,0.67,1.8,-0.11
PERK inhibitor,0.7,1.3,2.8,0.3,0.8,-1.1,-0.3,1.6,2.3,0.1
Rad51 HR inh,-7,-17,-9,9,0,8,3,7,0,/
m-calpain inh,5,-80,-19,25,1,16,-8,-105,8,30
eIF4E 4G PPI,13,11,9,-10,1,3,14[fluorescence artefact?],-1,9,2

Laid out differently: eight of the compounds above
nr	compound	L929 necroptosis	MDM2 E3 inh	TNF necrop inh	EBV gp42 inh	KCC2 mod	PERK inhibitor	Rad51 HR inh	m-calpain inh	eIF4E 4G PPI
30	c1ccc(-c2noc(-c3ccccc3-c3ccccc3)n2)cc1	0.7	-18	9.9	-21	5.6*	1.6	-2	-21	-1
31	CCN(CC)C1=N/C(=C\c2ccco2)C(=O)N1c1ccccc1	0.1	7	1.9	2	-0.72	0.7	-7	5	13
32	Cc1nc(N)sc1-c1csc(Nc2ccccn2)n1	19	1	-5.1	-8	/	1.3	-17	-80	11
33	Nc1nnc(Cc2c[nH]c3ccccc23)s1	-0.2	-12	-6.0	6	-3.8	2.8	-9	-19	9
34	CC(=O)/C(=N\Nc1ccc(C)cc1)Sc1nncn1C	-0.1	-19	-0.2	-2	-0.53	0.3	9	25	-10
35	O=C(CSc1ncnc2c1cnn2CCc1ccccc1)Nc1cccc(C(F)(F)F)c1	5.3	10	3.4	-9	0.44	0.8	0	1	1
36	COc1cc(OC)cc(C(=O)N2CCC(C(=O)Nc3ccc4c(c3)OCCO4)CC2)c1	0.5	-9	1.0	-7	-0.27	-1.1	8	16	3
37	COc1ccc(CNCCC(c2ccc(F)cc2)c2ccc(OC)cc2)cc1 (configuration not stated)	5.9	-5	12	-26	-0.23	-0.3	3	-8	14[fluorescence artefact?]

Following part.
41. COc1ccc(Cn2c(CCCO)nc3ccccc32)cc1OC
42. Cc1ccc(C(=O)NC(=S)Nc2ccc(Oc3ccc(Cl)cc3)cc2)cc1
43. CS(=O)(=O)N1CCn2c1nc1ccccc12
44. CC1CC(NC(=O)Cc2ccc(Br)cc2)CC(C)(C)C1 (configuration not stated)
45. Nc1ccc2oc(CCc3ccccc3)nc2c1
46. CCc1c(O)cc2n(c1=O)-c1ccc(Cl)cc1C2(C)C

entry no.,41,42,43,44,45,46
L929 necroptosis,-0.2,0.1,-0.3,3.7,-0.1,0.1
MDM2 E3 inh,-14,-8,/,-4,-12,/
TNF necrop inh,-0.2,-8.3,0.7,1.7,-8.8,-1.2
EBV gp42 inh,-5,10,-13,9,-5,-2
KCC2 mod,/,1.9,0.83,0.49,0.025,0.024
PERK inhibitor,-1.7,1.4,1.7,0.6,-0.4,0.1
Rad51 HR inh,4,-5,/,0,-7,-5
m-calpain inh,-12,3,9,15,-54,-14
eIF4E 4G PPI,-3,0,1,-3,-2,-4
